CRFBP-R2 agonist: CRF-BP/CRF-R2 complex agonism; 350,000 compounds, 0.46% hits; activation, % at 13.2 µM; HEK293 CRF-R2/CRF-BP, calcium dye fluorescence (FLIPR); percent of saturating CRF peptide response; AID 588473;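 active = activation of at least 50%, plus an integration ratio under a set limit after plate pattern correction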;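 also: plate controls were neutral control wells without compound for no effect and CRF at EC100 for full effect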
TAAR1 agonist: agonists of human TAAR1 | Q96RJ0 | CHO RD-HGA16 TAAR1, Fluo-8 calcium fluorescence; vehicle wells 0%, saturating PEA agonist 100% | activation, % at 3 µM | 360,000 compounds, 0.99% hits;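 active = activation above the mean activation of all test compounds in the run plus 3 SD, cut at about 38% in these data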
Target sequence (Q96RJ0 whole entry, looked up): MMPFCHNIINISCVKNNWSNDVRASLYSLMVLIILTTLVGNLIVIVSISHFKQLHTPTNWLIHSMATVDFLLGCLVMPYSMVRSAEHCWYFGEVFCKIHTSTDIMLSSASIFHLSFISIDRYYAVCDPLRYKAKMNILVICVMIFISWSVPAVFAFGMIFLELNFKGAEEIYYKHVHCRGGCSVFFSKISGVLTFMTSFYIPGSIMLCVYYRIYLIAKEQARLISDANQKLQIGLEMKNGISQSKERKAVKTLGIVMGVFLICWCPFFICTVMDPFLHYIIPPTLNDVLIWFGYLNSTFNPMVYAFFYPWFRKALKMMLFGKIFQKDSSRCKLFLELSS
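Signal – calcium-sensitive Fluo-8 signal, excitation 470-495, emission 515-575 nm · System – RD-HGA16 (CHO) cells co-expressing Gα16 and hTAAR1 · Incubation – 17-24 h seeding, 75 min 37 °C dye, 30 min RT · Compound dosing – 3 µM single concentration · Repeats – no replicates (n 1)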
M4 PAM: CHRM4 positive allosteric modulation; CHO-K1 hM4/Gqi5, Fluo-8 calcium fluorescence, ACh EC20; 0% = ACh EC20, 100% = maximal ACh; P08173; 360,000 compounds, 0.4% hits; AID 624126; activation, % at 3 µM;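 active = activation above its plate's cutoff, the mean activation of sample wells plus 3 SD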; also: some results filed as inactive read as strong as hits
M1 PAM parental: counter-screen for M1 PAMs: effect in parental CHO-K1 cells; ATP EC20, Fluo-8 calcium fluorescence; 0% at ATP EC20, 100% at ATP max; AID 602247; activation, % at 3 µM; 360,000 compounds, 0.02% hits;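 active = activation above the run cutoff, the mean activation of all test compounds plus 3 SD, cut at about 40% in these data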;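 also: peak over basal fluorescence ratio in a 140 s read after ATP addition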
TAAR1 antagonist: human TAAR1 antagonism; Q96RJ0; CHO RD-HGA16 TAAR1, Fluo-8 calcium fluorescence, antagonist; inhibition, % at 3 µM; 360,000 compounds, 1.5% hits;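 active = inhibition above a per-plate cutoff, the mean inhibition of test compounds on that plate plus 3 SD, cut at about 49% in these data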;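 also: 0% = DMSO plus EC80 beta-PEA response and 100% = DMSO alone without agonist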
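Assay system: CHO-derived RD-HGA16 cells stably expressing human TAAR1 plus Gα16. Timing: 140 s kinetic read after compound, 140 s after agonist. Technique: kinetic Fluo-8 calcium fluorescence measurement. Measure: % inhibition of agonist calcium response.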
M5 ag: CHRM5 agonism in calcium assay; activation, % at 3 µM; AID 624037; 360,000 compounds, 0.19% hits; P08912; CHO-K1 hM5 cells, Fluo-8 calcium fluorescence; 0% DMSO wells, 100% maximal acetylcholine response;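 active = activation above the run's mean over test compounds plus 3 SD, cut at about 23% in these data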;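 also: signal is peak over basal fluorescence ratio across the kinetic read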
Target sequence (P08912 whole entry, looked up): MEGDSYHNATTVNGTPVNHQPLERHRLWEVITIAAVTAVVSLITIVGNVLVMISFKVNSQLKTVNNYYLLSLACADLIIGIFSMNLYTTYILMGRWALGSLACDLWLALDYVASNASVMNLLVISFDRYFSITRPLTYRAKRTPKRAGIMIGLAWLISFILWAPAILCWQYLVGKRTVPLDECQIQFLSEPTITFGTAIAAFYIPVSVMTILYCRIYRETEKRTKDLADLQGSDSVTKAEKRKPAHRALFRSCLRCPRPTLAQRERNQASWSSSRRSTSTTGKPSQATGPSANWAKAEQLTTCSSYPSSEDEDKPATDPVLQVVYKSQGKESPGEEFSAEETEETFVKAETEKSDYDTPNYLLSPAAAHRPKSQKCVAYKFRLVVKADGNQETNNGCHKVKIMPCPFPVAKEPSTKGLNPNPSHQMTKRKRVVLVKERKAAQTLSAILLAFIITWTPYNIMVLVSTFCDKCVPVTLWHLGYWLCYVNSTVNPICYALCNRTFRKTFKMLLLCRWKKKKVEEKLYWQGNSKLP
CHRM5 PAM: CHRM5 positive allosteric modulation | CHO-K1 hM5, Fluo-8 calcium, ACh EC20 PAM; 0% = ACh EC20, 100% = ACh EC100 | activation, % at 3 µM | 360,000 compounds, 0.3% hits | AID 624038;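 active = activation above the run cutoff, the mean activation of all test compounds plus 3 SD, cut at about 18% in these data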
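Test system: CHO-K1 hM5 cells / Doses: single-point, 3 µM nominal / Times: Post-acetylcholine fluorescence recording 140 s / Technique: Fluo-8 calcium fluorescence / Measure: Max/basal fluorescence ratio as % of EC20–EC100 ACh window / Benchmarks: low control EC20 acetylcholine (0%), high control EC100 acetylcholine (100%) / Replicates: one well per compound, no replicates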
CRFBP-R2 block: antagonists of CRF-binding protein/CRF-R2 receptor complex | HEK293 CRF-R2/CRF-BP, CRF-induced calcium fluorescence | inhibition, % at 11.8 µM | 350,000 compounds, 0.59% hits | AID 588475;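 active = inhibition of the ligand-induced calcium signal above about 50% at the single tested concentration, limit read from the data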
CHRM5 antagonist: blocks acetylcholine activation of human M5 receptor | P08912 | CHO-hM5 cells, Fluo-8 calcium fluorescence, ACh EC80 | inhibition, % at 3 µM | 360,000 compounds, 0.59% hits | AID 624040;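 active = inhibition above a per-plate cutoff, the mean of that plate's test compounds plus 3 SD, cut at about 27% in these data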;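 also: 0% = acetylcholine EC80 with DMSO and 100% = DMSO without agonist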
Active calls of the source: *; . = not tested or not shown.

item	Molecule	M5 ag	CHRM5 PAM	M1 PAM parental	CRFBP-R2 agonist	CHRM5 antagonist
1	COc1cc(S(=O)(=O)Nc2cccc(C)c2)ccc1NC(=O)c1cccnc1	1	-3	15	-1.1	4
2	Cc1cc2ccccc2nc1SCC(=O)NC1CCCCC1	-3	0	6	-0.6	-13
3	COCCNC(=O)CCSCc1ccccc1F	1	-1	15	0.8	-5
4	Cc1ccc2nc(C)cc(C(=O)Nc3nccs3)c2c1	-1	-1	20	-1.3	6
5	CCOC(=O)N1CCN(C(=O)Cn2nc(C)n3nc(-c4ccc(OC)cc4)cc3c2=O)CC1	-1	8	-3	0.9	-13
6	Cc1cccc(OCc2nc3ccccc3c(=O)n2N)c1	-8	-2	7	0.7	-3
7	S=c1nc2c(n[nH]1)c1ccccc1n2CCc1ccccc1	0	-4	18	-1.2	-2
8	O=C(COC(=O)c1ccc2c(c1)OCCO2)NCCc1ccccc1	-5	-1	-14	-2.2	10
9	COCCNc1nc(Oc2cccc3ccccc23)c2sccc2n1	-3	-9	34	.	10
10	CCOC(=O)/C=C/CN(C(=O)OC(C)(C)C)S(=O)(=O)N1CC=CC1	-1	-10	-9	-0.6	8
11	O=C(COc1ccccc1Cl)Nc1ccc2c(c1)C(=O)NC2=O	-7	-7	-21	-1.1	5
12	CCN(CC)C(=O)C1CCC(CNS(=O)(=O)c2cccc3cccnc23)CC1 (stereo not given)	0	-18	-11	0.0	6
13	C=CCn1c(N)cc(=O)nc1SCC(=O)NC(C)c1ccccc1 (stereo not given)	-1	13	13	-0.1	-6
14	COc1ccccc1OCCC(=O)OCC(=O)Nc1cc(S(=O)(=O)N(C)C)ccc1Cl	0	-7	16	3.4	7
15	CC(C)c1ccc(N(CC(=O)NCC2CCCO2)C(=O)Cn2nnc(-c3cccs3)n2)cc1 (stereo not given)	-3	4	25	-1.8	3

item	TAAR1 antagonist	TAAR1 agonist	M4 PAM	CRFBP-R2 block
1	-4	2	2	-32
2	-1	13	7	-9
3	-19	2	2	3
4	30	5	-7	-4
5	-31	3	4	-2
6	13	2	10	-10
7	4	-3	5	1
8	-8	7	6	3
9	11	3	2	.
10	2	5	10	4
11	9	5	3	8
12	-5	1	1	9
13	-12	1	10	1
14	-7	3	-7	3
15	11	6	3	-10

Additional entries:
item	Molecule	M5 ag	CHRM5 PAM	M1 PAM parental	CRFBP-R2 agonist	CHRM5 antagonist
16	O=C(C1=C(O)C(=O)N(CCOCCO)C1c1ccccn1)c1cccs1 (stereo not given)	2	0	10	-0.8	4
17	CC12COC3(C(N)=O)CC1CCC32C (stereo not given)	-1	-3	24	-0.3	2
18	CCCCOC(=O)C(C#N)c1nc2ccccc2nc1N1CCOCC1 (stereo not given)	-2	5	11	-1.8	5
19	O=C1OCC(c2ccccc2)=C1c1ccccc1[N+](=O)[O-]	-11	2	3	-4.0	5
20	Cc1cccc(Oc2ccc(N)cc2)c1	1	4	-3	3.2	-6
21	Cn1c(-c2ccc3c(c2)OCO3)c(C(=O)O)c(=O)c2ccccc21	0	-1	2	-1.2	-10
22	O=C(CCc1nc2ccccc2c(=O)[nH]1)Nc1nc(-c2cccs2)cs1	6	1	9	7.1	6
23	Cc1ccc(S(=O)(=O)NNC(=O)c2ccc3ccccc3n2)cc1	1	3	11	-0.8	6
24	CC1(C(=O)Nc2ccc(F)c(Cl)c2)Cc2c(-c3cccc(C(F)(F)F)c3)ccnc2O1 (stereo not given)	1	-2	8	.	-1
25	NNC(=O)COc1ccc(-c2n[nH]c(C(F)(F)F)c2-c2ccc(Br)cc2)c(O)c1	-1	6	22	-0.8	-3
26	Clc1ccc(CNc2nnnn2-c2ccccc2)c(Cl)c1	1	-14	10	-4.7	-1
27	Cc1[nH][nH]c(=O)c1C=NCc1ccc(Cl)cc1	-1	-1	12	0.5	6
28	CCOC(=O)N1CCC(NC(=O)CSCc2nc(-c3ccccc3Cl)oc2C)CC1	-4	-10	1	0.1	16
29	CN1CCC(=C(c2ccc(Cl)cc2)c2ccccn2)CC1	-7	-18	16	3.0	14
30	CCCCCCCCCc1nc2sc3c(c2c(=O)n1NC(=O)c1ccc([N+](=O)[O-])cc1)CC(C)(C)OC3	-1	-2	23	8.2	-1

item	TAAR1 antagonist	TAAR1 agonist	M4 PAM	CRFBP-R2 block
16	-15	2	-1	10
17	-16	0	5	-8
18	12	11	7	27
19	-3	12	-5	-4
20	10	4	2	-2
21	-1	0	4	7
22	-19	37	0	-11
23	-8	4	-1	-10
24	-4	3	-2	.
25	-22	2	-8	-28
26	4	7	-10	17
27	-14	6	-3	2
28	-40	0	4	19
29	4	-1	-15	-1
30	-4	8	-8	-3

Next part.
item	Molecule	M5 ag	CHRM5 PAM	M1 PAM parental	CRFBP-R2 agonist	CHRM5 antagonist
31	CC(C)(C)CC(=O)Nc1cc(S(=O)(=O)N2CCCCCC2)ccc1Cl	-1	-7	-9	5.5	3
32	Cc1ccc(S(=O)(=O)NCCC(=O)OCC(=O)N(Cc2ccccc2)C(C)(C)C)cc1C	-3	-5	12	3.5	7
33	CCCS(=O)(=O)c1nc(S(=O)(=O)c2ccc(C)cc2)c(N2CCCC(C)C2)s1 (stereo not given)	-7	-8	7	3.5	18
34	COc1ccc(NC(=O)CSC2=NC(=O)CC(C)=N2)cc1	0	2	4	0.0	2
35	COc1ccc(C(=O)OCC(=O)Nc2ccc3[nH]c(=O)[nH]c3c2)cc1	-2	0	1	1.6	-5
36	COCc1cc(Sc2ccc(Br)cc2)nc(-c2ccccc2)n1	-1	0	9	3.3	0
37	COc1ccc(C(=O)N(Cc2nc(-c3ccc(C)cc3)no2)C2CCCCC2)cc1OC	-4	-1	22	0.7	-5
38	O=C(COC(=O)/C=C/c1ccc(F)cc1)Nc1cc(C(F)(F)F)ccc1N1CCOCC1	0	-3	-12	-0.3	-3
39	COc1ccccc1-c1csc(C(C)(O)c2ccccc2)n1 (stereo not given)	-1	-1	21	.	-1
40	Cc1ccc(S(=O)(=O)CCC(=O)Nc2nc(-c3ccccn3)cs2)cc1	-2	-13	-8	0.1	7
41	CCN(CC)Cc1nc2nc(Cl)c(Cl)nc2[nH]1	0	-3	4	2.0	3
42	Nc1ccc(S(=O)(=O)Nc2nccc(/C=C/c3cccc(Br)c3)n2)cc1	-2	0	6	-0.3	13
43	Cc1c(NC(=O)c2cccs2)cccc1C(=O)O	-7	-14	8	0.6	-2
44	COCc1c(C#N)c(NCCc2ccccc2)nc(C)c1[N+](=O)[O-]	-5	-3	16	0.9	11
45	CC(C)CC1NC(=O)N(CC(=O)Nc2ccc3c(c2)OCCO3)C1=O (stereo not given)	2	2	11	0.4	10

item	TAAR1 antagonist	TAAR1 agonist	M4 PAM	CRFBP-R2 block
31	-17	5	5	7
32	-18	4	3	9
33	-4	2	-10	21
34	-11	0	-7	12
35	-18	1	3	3
36	-7	9	-5	-8
37	-17	9	1	13
38	-12	3	3	3
39	-33	-1	0	.
40	23	6	-6	-15
41	-5	5	10	-40
42	14	6	0	4
43	0	13	-1	4
44	-7	0	1	0
45	-7	0	3	-7

Further structures:
item	Molecule	M5 ag	CHRM5 PAM	M1 PAM parental	CRFBP-R2 agonist	CHRM5 antagonist
46	COc1ccc(N2CCN(C(=O)c3ccc(CS(=O)Cc4ccc(C)cc4)o3)CC2)cc1 (stereo not given)	4	-1	5	1.0	-1
47	O=C(O)CSC1CC(=O)N(c2ccc(F)cc2)C1=O (stereo not given)	0	-3	-11	1.0	4
48	FC(F)(F)c1nc(N2CCCC2)ncc1-c1nnnn1-c1ccccc1	-6	-22	10	3.9	2
49	O=C(Nc1cccc(Cl)c1)Nc1cccc(Cl)c1	-1	-23	6	13	23
50	CSCC(C)N1CCC(n2nccc2NC(=O)CCOc2ccccc2)CC1 (stereo not given)	-4	-3	-9	-0.1	13
51	CCOC(=O)c1c(S(=O)(=O)NCC(C)c2ccccc2)c(C)n(C)c1C (stereo not given)	-5	4	-10	-0.8	-4
52	CCCCn1c(N)c(N(CC)C(=O)CCNC(=O)NC23CC4CC(CC(C4)C2)C3)c(=O)[nH]c1=O	-3	10	9	-0.3	-11
53	Nc1cc(=O)[nH]c(SCC(=O)NC2CCCCCCC2)n1	-6	17	4	0.7	-2

item	TAAR1 antagonist	TAAR1 agonist	M4 PAM	CRFBP-R2 block
46	2	0	2	-16
47	-27	4	-2	-4
48	17	8	-8	-24
49	42	15	-2	4
50	-19	1	-4	-1
51	-10	0	-1	9
52	-12	-1	5	-1
53	-19	0	4	-6

Structures listed so far with a CF3 group:
item	Molecule	M5 ag	CHRM5 PAM	M1 PAM parental	CRFBP-R2 agonist	CHRM5 antagonist
24	CC1(C(=O)Nc2ccc(F)c(Cl)c2)Cc2c(-c3cccc(C(F)(F)F)c3)ccnc2O1 (stereo not given)	1	-2	8	.	-1
25	NNC(=O)COc1ccc(-c2n[nH]c(C(F)(F)F)c2-c2ccc(Br)cc2)c(O)c1	-1	6	22	-0.8	-3
38	O=C(COC(=O)/C=C/c1ccc(F)cc1)Nc1cc(C(F)(F)F)ccc1N1CCOCC1	0	-3	-12	-0.3	-3
48	FC(F)(F)c1nc(N2CCCC2)ncc1-c1nnnn1-c1ccccc1	-6	-22	10	3.9	2

item	TAAR1 antagonist	TAAR1 agonist	M4 PAM	CRFBP-R2 block
24	-4	3	-2	.
25	-22	2	-8	-28
38	-12	3	3	3
48	17	8	-8	-24

Compounds as they come; any-hit rate near 4.2%.
